Assay outcomes deposited in PubChem BioAssay by several laboratories.
Hck-Nef inh: human Hck-Nef kinase inhibition; Recombinant Hck-YEEI plus Nef, Z-Lyte FRET kinase assay; inhibition, % at 20 µM; actives 0.68% (n = 220,000);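 active = Hck-Nef kinase inhibition above about 50%, limit read from the data; inactive = inhibition below that limit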;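 also: 0% = DMSO with Hck plus Nef and 100% = Hck alone without Nef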
p97 ATPase inh: inhibitors of human p97 ATPase; actives 0.42% (n = 220,000); P55072; recombinant p97 ATPase, Kinase-Glo ATP luminescence, 3 h; inhibition, % at 8 µM; in the data active = inhibition above about 15%;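 also: 0% = DMSO vehicle and 100% = wells lacking enzyme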
NPY-Y2 PAM-ag: human NPY-Y2 potentiation or agonism, primary screen; cells expressing NPY-Y2, potentiator/agonist read-out; actives 0.45% (n = 220,000); activation, % at 3.6 µM; P49146; in the data active = activation above about 27%;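 also: cells stimulated with NPY near EC25 plus isoproterenol at EC100; 0% = vehicle plus submaximal agonist and 100% = vehicle plus saturating agonist; some results beyond the cut were filed as inactive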
Target sequence (P49146 whole entry, looked up): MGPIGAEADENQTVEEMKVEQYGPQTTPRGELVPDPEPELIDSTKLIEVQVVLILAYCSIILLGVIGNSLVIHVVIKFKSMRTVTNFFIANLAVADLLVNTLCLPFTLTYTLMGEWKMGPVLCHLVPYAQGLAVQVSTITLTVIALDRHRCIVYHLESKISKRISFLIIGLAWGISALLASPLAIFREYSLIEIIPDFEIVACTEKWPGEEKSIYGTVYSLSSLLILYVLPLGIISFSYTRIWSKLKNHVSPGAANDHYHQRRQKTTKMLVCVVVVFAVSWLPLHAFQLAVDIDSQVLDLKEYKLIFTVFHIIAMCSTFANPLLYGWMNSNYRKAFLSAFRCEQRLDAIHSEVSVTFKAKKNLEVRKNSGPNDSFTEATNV
NPY1 pot ag: human NPY-Y1 potentiation or agonism, primary screen; P25929; actives 0.37% (n = 220,000); NPY-Y1 expressing cells, potentiator/agonist activation; activation, % at 3.6 µM; in the data active = activation above about 33%, passing the limit was not always enough;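 also: cells stimulated with NPY at EC10 then isoproterenol at EC100; 0% = low agonist plus stimulus and 100% = saturating agonist plus stimulus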
RBBP9 inh: inhibitors of human serine hydrolase RBBP9 | recombinant RBBP9, FP-Rh probe fluorescence polarization | inhibition, % at 7.94 µM | actives 0.2% (n = 220,000);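 active = inhibition above the campaign mean of all tested compounds plus 3 SD, cut at about 14% in these data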;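 also: plate controls were DMSO wells with RBBP9 for no effect and wells lacking RBBP9 protein for full effect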
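Material: RBBP9 protein. Amount: RBBP9 at 2.5 µM in dispensed solution, before mixing. Schedule: 30 min then 45 min, 25 °C. Medium: Tris buffer pH 8.0, NaCl, Pluronic. Measured by: fluorescence polarization. Measure: percent inhibition from mP, scaled between DMSO and no-protein wells. Replication: one well per compound.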
Mdm2 ligase inh: Mdm2 E3 ligase (human) inhibition. AID 1230. actives 0.11% (n = 210,000). Q00987. cell-based MDM2 ubiquitination luciferase reporter, 2 h; 0 = plate control, 100 = twice control, blank-subtracted. signal enhancement, % at 5 µM;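 active = signal enhancement of 30% or more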;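 also: luminescence tracks abundance of the self-degrading MDM2-luciferase fusion protein; higher signal means inhibition of MDM2 E3 ligase activity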
Target sequence (Q00987 whole entry, looked up, the tested form may be a part): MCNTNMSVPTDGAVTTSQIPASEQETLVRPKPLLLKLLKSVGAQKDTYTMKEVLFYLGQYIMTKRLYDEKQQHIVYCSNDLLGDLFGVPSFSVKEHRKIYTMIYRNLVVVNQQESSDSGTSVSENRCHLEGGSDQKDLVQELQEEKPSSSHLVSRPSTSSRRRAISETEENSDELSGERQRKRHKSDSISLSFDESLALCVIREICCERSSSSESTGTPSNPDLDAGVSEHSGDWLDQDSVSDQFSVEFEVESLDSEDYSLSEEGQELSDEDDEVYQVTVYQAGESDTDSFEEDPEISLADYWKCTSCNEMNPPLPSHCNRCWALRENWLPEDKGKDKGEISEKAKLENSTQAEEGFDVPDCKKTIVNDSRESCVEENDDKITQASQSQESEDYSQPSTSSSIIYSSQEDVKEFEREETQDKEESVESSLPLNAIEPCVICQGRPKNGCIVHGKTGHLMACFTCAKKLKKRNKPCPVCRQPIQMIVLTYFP
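Material: stable MDM2–luciferase fusion reporter cells / Quantity: 2000 cells/well / Dosing: single 5 µM compound dose, 0.2% final DMSO / Buffer or medium: DMEM / Schedule: 4 h cell settling then 2 h compound exposure, 37 °C / Detection: luminescence with SteadyLite reagent, 15 min at room temperature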
NPY-Y1 antag: NPY-Y1 (human) receptor antagonism; P25929; HEK293-CNG Y1 cells, membrane potential fluorescence; NPY at EC95, then isoproterenol; inhibition, % at 3.6 µM; actives 1% (n = 200,000); AID 1040;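 active = inhibition above the campaign mean inhibition of all tested compounds plus 3 SD, cut at about 20% in these data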;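 also: 0% = DMSO wells given NPY plus isoproterenol and 100% = isoproterenol alone without NPY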
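Material: HEK293 Y1/CNG channel cell line; also added: NPY (25 nM), isoproterenol (1 µM), Ro 20-1724 (25 µM); doses: one concentration, 3.6 µM, in 0.4% DMSO; schedule: compound incubation 1 h at room temperature, readout 45 min post-stimulation; technique: membrane potential fluorescence; measure: fluorescence ratio normalized to % inhibition between controls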
Runt-CBFb FRET: Runt domain-CBFb interaction inhibition. Q01196+Q13951. Cerulean-Runt/Venus-CBFb FRET ratio 530/480, 1 h. inhibition, % at 20 µM. actives 0.46% (n = 220,000);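 active = inhibition over about 50% at 20 µM in the single-dose screen, limit read from the data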;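 also: 0% = DMSO wells and 100% = excess unlabeled CBFb competitor control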
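Measured by: fluorescence energy transfer, 422 nm excitation, 530/480 nm emission; Assay system: Cerulean-Runt domain; Medium: Tris pH 7.5 buffer with BSA; Measure: loss of energy transfer signal; Controls: 5 µM unlabeled CBFb as full-inhibition high control; Incubation: protein complex preformed 1 h, compound exposure 1 h, room temperature, dark.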
Runt-SMMHC FRET: inhibitors of human RUNX1 Runt domain binding to CBFb-SMMHC | Q01196+Q13951 | Cerulean-Runt/Venus-CBFb-SMMHC FRET ratio 530/480, 1 h | inhibition, % at 20 µM | actives 0.74% (n = 220,000) | AID 1434;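 active = mean inhibition across duplicate retests at 20 µM reaching about 50%, limit read from the data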;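 also: 0% = DMSO wells and 100% = wells with excess untagged CBFb-SMMHC; inhibitors lower the FRET ratio by blocking Runt binding to CBFb-SMMHC; some results filed as inactive read as strong as hits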
Starred values were filed as active, the others as inactive; . = not tested or not shown.

Structure	Hck-Nef inh	p97 ATPase inh	NPY-Y2 PAM-ag	NPY1 pot ag	RBBP9 inh	Mdm2 ligase inh	NPY-Y1 antag	Runt-CBFb FRET	Runt-SMMHC FRET
C=CCSc1nc2ccccc2n1Cc1nnc(-c2cccs2)o1	1	-4	-3	-8	-10	-21	0	0	0
O=C1CC(NNc2ccccc2)C(=O)N1c1ccccc1 (configuration not stated)	1	-1	17	26	-4	-4	6	-1	-2
COC(=O)c1c(NC(=O)COC(=O)c2ccccc2O)sc2c1CCCCC2	3	9	3	-8	-8	-19	2	33	-8
CCOc1ccccc1NC(=O)c1cccc(NC(=O)C(C)C)c1	-5	7	12	4	-3	-4	1	-4	2
CN1C(=O)C(CCC(=O)O)NC1=S (configuration not stated)	13	2	-7	12	-8	-10	.	1	-2
COc1ccc(NS(=O)(=O)c2cc(NC(=O)/C=C/c3ccccc3OC)ccc2N2CCCCC2)cc1	-30	-4	3	-1	-11	-5	-3	-1	1
CCOC(=O)/C(N=Nc1sc(C(=O)OC)c(C)c1C(=O)OCC)=C(\O)CCl	2	4	12	-23	-4	-10	3	-5	-7
COc1ccc(NC(=O)c2c(Cl)n(C)c3ccccc23)cc1	0	2	-7	3	-1	0	4	0	-1
COc1cccc(NC(=S)C(C#N)=C2N(C)c3ccccc3N2C)c1	15	4	1	16	3	-13	2	-1	-1
COc1ccc(C(=O)n2nc(-c3ccco3)nc2N)cc1OC	-71	-1	-3	-2	0	-13	-2	17	3
O=c1[nH]cnc2c1N=C(c1cccc([N+](=O)[O-])c1)CC(c1ccccc1)N2 (configuration not stated)	28	1	9	11	-4	-10	6	2	-2
O=C(Cn1ncc(Cl)c(Cl)c1=O)N1CCOCC1	23	8	6	-10	-2	-15	1	0	1
CC(=O)c1cccc(S(=O)(=O)N(CCCO)Cc2cc3ccc(C)cc3[nH]c2=O)c1	2	0	-1	5	-2	-8	-5	0	-3
CCNc1nc(NCC)nc(N(C)n2cnnc2)n1	3	4	13	-2	-1	-13	-1	3	0
Cc1ccc(N2CCCn3c2cc(C)c(C#N)c3=O)cc1Cl	2	6	5	6	-2	.	10	-3	-4
CCOc1cc(C(=O)NCc2nnc(SCC(=O)OC)n2C)cc(OCC)c1OCC	-2	3	9	10	3	-3	4	1	8
CC1CCCCC1NC(=O)C(Cc1ccccc1)NS(=O)(=O)c1cccs1 (configuration not stated)	1	2	3	-2	1	-12	4	-2	-4
CC(C)CNC(=O)C1C2C=CC(C2)C1C(=O)O (configuration not stated)	0	0	15	5	-9	5	-4	0	-2
O=[n+]1c2c(n([O-])c3cc(F)c(N4CCCC4)cc31)CCCC2	-1	-2	-9	5	-5	-17	1	-52	-180
O=C(Nc1cccnc1)c1cc2c(ccc3ccccc32)o1	0	-9	-10	-2	-13	-39	2	-3	18
CCOC(=O)C1=C(N)Oc2c(oc(CO)cc2=O)C1c1ccc(Cl)cc1 (configuration not stated)	0	-5	-20	-18	-7	3	.	-3	0
COc1ccc(C2C(=O)c3ccccc3C2=O)c(OC)c1	-1	3	-11	-23	2	-7	6	0	4
COc1ccc(NC(=O)c2cc(C)nc3ccccc23)c(OC)c1	1	1	-3	-2	-3	7	4	0	-2
Cc1ccc(N(C)S(=O)(=O)c2cccc(C(=O)Nc3nnc(C4CC4)s3)c2)cc1	20	6	13	22	-2	-37	-3	-3	-1
O=[N+]([O-])c1ccccc1/C=N/NC1=NS(=O)(=O)c2ccccc21	19	7	1	15	-12	1	1	1	1
Cc1ccc(C)c(S(=O)(=O)NCC(=O)NCc2ccco2)c1	3	2	-11	-5	-5	2	1	-1	-2
CC(C)OC(=O)/C(=C\C=C\c1ccccc1)NC(=O)c1ccccc1	0	-4	-4	-20	1	-12	3	-2	-3
O=C1/C(=C/c2cccnc2)SC(=S)N1CCc1ccccc1	14	6	4	5	1	-20	.	-10	-7
CC1(C)OC(c2ccccc2)=C/C(=C\C=N\NC(=O)c2ccncc2)O1	5	11	-31	1	7	-8	.	-6	-17
C=CCn1c(COc2ccc(OC)cc2)nnc1SCn1nnc2ccccc2c1=O	2	2	-3	-23	-6	-4	12	0	3
CCCCc1ccc(NC(=O)C(C)CC)cc1 (configuration not stated)	28	-1	-8	-5	-3	-8	9	.	.
CC(C)COc1ccc(C(=O)OC2CC(C)(C)OCC2CN(C)C)cc1 (configuration not stated)	3	0	-32	-34	-11	-1	16	0	0
COc1cc(-c2nnc3n2N=C(c2ccccc2)CS3)cc(OC)c1OC	8	-2	6	-21	-9	-3	18	-4	-3
Cc1ccc(NC(=O)CC2SC(=NCC3CCCO3)NC2=O)cc1Cl (configuration not stated)	2	-4	0	-13	-9	-14	-1	1	1
COc1cccc(N2CCN(CC(=O)Nc3ccc(SC(F)F)cc3)CC2)c1	-1	-13	-18	-27	-13	-7	15	1	-49
COc1ccc([N+](=O)[O-])cc1NC(=O)N(C)Cc1ccco1	35	6	2	19	-7	-10	.	1	1
Cc1cccn2c(=O)c(/C=N/O)c(N3CCOCC3)nc12	17	6	5	4	-4	-1	7	2	1
CCOC(=O)CN1CC23C=CC(O2)C(C(=O)NCc2cccs2)C3C1=O (configuration not stated)	2	-3	-14	-26	-13	-7	6	1	1
CCN(CC)CCN(CC)Cc1ccccc1Br	0	-1	7	-4	-3	-8	2	3	-2
CCOC(=O)C1C(c2cccs2)NC(=O)N(C)C1(O)C(F)(F)F (configuration not stated)	0	1	12	14	-5	8	1	.	-2

Part of the list above, limited to Mdm2 ligase inh:
| Structure | Mdm2 ligase inh |
| --- | --- |
| Cc1ccc(N(C)S(=O)(=O)c2cccc(C(=O)Nc3nnc(C4CC4)s3)c2)cc1 | -37 |
| O=[N+]([O-])c1ccccc1/C=N/NC1=NS(=O)(=O)c2ccccc21 | 1 |
| Cc1ccc(C)c(S(=O)(=O)NCC(=O)NCc2ccco2)c1 | 2 |
| CC(C)OC(=O)/C(=C\C=C\c1ccccc1)NC(=O)c1ccccc1 | -12 |

Next structures follow:
Structure	Hck-Nef inh	p97 ATPase inh	NPY-Y2 PAM-ag	NPY1 pot ag	RBBP9 inh	Mdm2 ligase inh	NPY-Y1 antag	Runt-CBFb FRET	Runt-SMMHC FRET
CCc1c(C)c2c(C)nn(-c3ccccc3)c2[nH]c1=O	-1	-4	-7	3	-7	-2	7	0	-2
Cc1cccc2nc(=S)n(C(=O)c3ccco3)n12	1	-3	-12	-26	-3	-9	-2	1	0
Cc1sc(NC(=O)c2oc3ccccc3c2C)c(C#N)c1C	7	3	5	-17	-3	-10	-3	3	-1
CCc1c(C)nc(SCC(=O)N2C(C)CCCC2C)[nH]c1=O (configuration not stated)	14	2	-7	-15	-13	1	4	-1	-1
CCOC(=O)C1=C(C)NC(=S)NC1C (configuration not stated)	20	1	-4	-7	2	7	-2	2	1
CN(C(=O)CSc1nnc(Cc2cccc3ccccc23)n1N)C1CCS(=O)(=O)C1 (configuration not stated)	1	3	1	5	2	-1	1	7	-3
Cc1cccc(NC(=O)c2cc(NC(=O)C3CCCCC3C(=O)O)ccc2Cl)n1 (configuration not stated)	1	5	15	1	-6	-1	4	2	-2
O=C(O)CSCc1c(F)cccc1Cl	3	2	-10	-10	3	1	4	0	-4
COc1ccc(C/C(C)=N/NC(=O)c2ccncc2)cc1	3	3	9	2	1	3	-2	0	-6
COc1ccc(OC)c(/C=N/NC(=O)c2cc[n+](CC(=O)c3ccccc3)cc2)c1	3	-2	-23	-3	1	-8	0	6	10
CCOC(=O)N1CCC(NC(=O)c2cc(C(=O)Nc3ccc(S(=O)(=O)N4CCOCC4)cc3)ccc2CO)CC1	-11	-2	2	16	-4	-7	0	-3	-4
N#Cc1ccccc1COc1ccc(/C=C/C(=O)O)cc1	14	-4	-4	-5	-14	-36	-2	0	-1
CC(C)CN(CC(C)C)S(=O)(=O)N1CCC(C(=O)NCc2cccnc2)CC1	23	2	2	18	-1	0	8	-4	2
O=C(c1cc(-c2ccccc2)on1)N1CCN(C(=O)c2ccco2)CC1	3	5	-14	-20	0	-2	4	1	0
COC(=O)c1ccc2c(=O)n(NC(=O)C(c3ccccc3)c3ccccc3)c(=S)[nH]c2c1	-2	1	-5	-10	-4	-17	0	3	0
O=C(NC(=S)Nc1ccccc1N1CCCC1)c1ccccc1[N+](=O)[O-]	-1	-6	-11	-15	1	-13	4	0	0
N#Cc1cc2c(nc1SCC(N)=O)CCCCC2	4	3	9	-11	-4	5	3	0	1
O=C(NCc1ccccc1)c1csc(-c2cccnc2)n1	-8	6	-23	5	-3	-3	.	0	-2
O=C(CC1S/C(=N\S(=O)(=O)c2ccc(F)cc2)N(c2ccccc2)C1=O)Nc1ccccc1 (configuration not stated)	3	4	13	-1	-5	-2	-6	-1	-2
COc1cccc(N(C(=O)c2ccco2)C(C(=O)NC2CCCC2)c2ccc(N(C)C)cc2)c1 (configuration not stated)	1	-5	-10	-9	-15	-6	-2	-1	4
CCCC(=O)Nc1cccc(-c2nc3ccccc3o2)c1	4	1	-6	-12	-4	-14	-8	-4	-4
O=c1[nH]c2c(n(C3CCCCC3)c1=O)CCC2	1	-6	-11	-2	-1	-6	1	-1	0
CC1(C)CC(=O)c2c(-c3cccnc3)n[nH]c2C1	-2	-3	-5	8	-1	6	2	0	-1
Cc1ccc(S(=O)(=O)N2CCN(C(=O)CSc3nnc(C)s3)C2)cc1	0	0	2	-1	-5	-24	5	1	0
CN(C[C@H](Cc1ccccc1)N(C[C@@H](CC1CCCCC1)N(CCc1ccccc1)N=O)N=O)N=O	-8	4	1	-15	5	.	1	-4	-4
CCOC(=O)C1=C(CBr)NC(=O)NC1C (configuration not stated)	5	-2	-3	5	-10	-10	-5	2	-21
O=C(Nc1ccc2nc(-c3cccnc3)[nH]c2c1)C1CCCCC1	10	1	10	12	-10	-11	0	4	-1
